# Bioassay records as filed in PubChem.
# CCHFV vOTU inh – blocks the CCHF virus ovarian tumor domain protease; CCHFV vOTU protease, Pep-AMC fluorescence; inhibition, % at 11.5 µM; actives 0.55% (n = 370,000); in the data active means inhibition above about 30%; further: 0% = vehicle wells with enzyme and 100% = no enzyme wells
# * = called active by the depositor.
SMILES,CCHFV vOTU inh
COC(=O)[C@]12C[C@H](CC(=O)NCCc3ccccc3OC)C(=O)N(CCC3=CCCCC3)C1=C[C@H](C1CCCC1)O[C@@H]2C,19.2
O=S1(=O)c2ccc(Br)cc2OC[C@@H](c2ccccc2)N1Cc1cn(CCC2OCCO2)nn1,-1.7
Cn1c(=O)c(=O)n(C)c2cc(S(=O)(=O)N3CCN(Cc4ccc5c(c4)OCO5)CC3)ccc21,0.5
CCCCNS(=O)(=O)/C=C/c1ccccc1CNC(=O)OC(C)(C)C,6.4
COC(=O)[C@]12C[C@H](CC(=O)NCC34CC5CC(CC(C5)C3)C4)C(=O)N(Cc3ccc(Cl)cc3Cl)C1=C[C@H](C(C)(C)C)O[C@@H]2C,15.8
CN(C(=O)[C@@H](C1CC1)[C@@H](O)c1ccc(Cl)cc1)c1ccccc1,2.3
CN(CCOC(=O)c1cc2ccccc2o1)C1CN(Cc2cn(Cc3ccccc3F)nn2)S(=O)(=O)C1 (stereo unspecified),4.7
Nn1c(SCC(=O)NC2CCCCC2)nnc1-c1cc(-c2ccc(F)cc2)n[nH]1,-0.9
COC(=O)[C@H]1C[C@@]2(N3CCCC3)c3ccccc3N[C@H]2N1S(C)(=O)=O,-4.4
O=C(CSc1nnc(-c2ccccc2)n1-c1ccc(Cl)cc1)NN=Cc1c[nH]c2ccccc12,8.1
COC(=O)c1cc(-c2cccs2)c(=O)n2c1CCC2,-76.0
O=C(CSc1nnc(-c2cnccn2)n1-c1ccccc1)Nc1ccc2cn[nH]c2c1,-0.1
O=C(Nc1ccc(Cl)cc1)N1CCN(Cc2nc3ccccc3c(=O)[nH]2)CC1,1.4
C=CCn1c(SCC(=O)Nc2ccccc2-c2ccccc2)nnc1-c1ccc(Cl)cc1,19.6
Cc1ccccc1CN1CCCCC(NC(=O)C(C)(C)C)C1=O (stereo unspecified),-3.3
COC(=O)c1ccc(S(=O)(=O)N2CCC(NC(=O)CCC3CCCC3)CC2)cc1,-5.2
O=S1(=O)c2ccc(Br)cc2OC[C@H](Cc2ccccc2)N1Cc1cn(Cc2ccccc2)nn1,4.8
CC(=O)N1c2ccccc2C(c2ccccc2)=NCC1C(=O)NC1CCCCC1 (stereo unspecified),-1.8
COC(=O)[C@]12C[C@H](CC(=O)NCCCN3CCCC3=O)C(=O)N(Cc3ccc(Cl)cc3Cl)C1=C[C@H](C(C)(C)C)O[C@@H]2C,14.7
COc1ccc2c(c1)CN1CN(Cc3ccc(F)cc3)S(=O)(=O)CC21 (stereo unspecified),3.9
Nc1c(C(=O)N2CCN(CCc3ccccc3)CC2)cnn1-c1ccccc1,-7.5
CCCC[C@H]1C2CC(OC(=O)Nc3ccc(C#N)cc3)C(C2)[C@H]2CCCCN21 (stereo partly specified),-5.2
COC(=O)[C@]12C[C@H](CC(=O)NCCCN3CCCC3=O)C(=O)N(Cc3ccco3)C1=C[C@H](C1CCCC1)O[C@@H]2C,-0.3
CCCC(=O)N1CCC(NS(=O)(=O)c2ccc3c(c2)CCN3C(C)=O)CC1,8.9
COc1ccc(Cn2ccc3ccc(-c4ccc5ccn(Cc6ccccc6)c5c4)cc32)cc1,5.5

# Arranged by length of the SMILES (largest number first): 7 of the compounds above
SMILES,CCHFV vOTU inh
COC(=O)[C@]12C[C@H](CC(=O)NCC34CC5CC(CC(C5)C3)C4)C(=O)N(Cc3ccc(Cl)cc3Cl)C1=C[C@H](C(C)(C)C)O[C@@H]2C,15.8
O=S1(=O)c2ccc(Br)cc2OC[C@H](Cc2ccccc2)N1Cc1cn(Cc2ccccc2)nn1,4.8
COC(=O)[C@H]1C[C@@]2(N3CCCC3)c3ccccc3N[C@H]2N1S(C)(=O)=O,-4.4
Nn1c(SCC(=O)NC2CCCCC2)nnc1-c1cc(-c2ccc(F)cc2)n[nH]1,-0.9
COc1ccc2c(c1)CN1CN(Cc3ccc(F)cc3)S(=O)(=O)CC21 (stereo unspecified),3.9
Nc1c(C(=O)N2CCN(CCc3ccccc3)CC2)cnn1-c1ccccc1,-7.5
Cc1ccccc1CN1CCCCC(NC(=O)C(C)(C)C)C1=O (stereo unspecified),-3.3

# Other structures follow:
SMILES,CCHFV vOTU inh
COC(=O)c1ccc(-c2ccc3c(c2)[C@]2(CCC[C@@H](OCc4ccccc4)[C@@H]2NC(=O)CCc2ccccc2)C(=O)N3Cc2ccccc2)cc1,-19.3
CC(COc1ccc(F)cc1)CN1CCC(C(O)(c2ccccc2)c2ccccc2)CC1 (stereo unspecified),8.0
COC(=O)[C@]12C[C@H](CC(=O)N3CCOCC3)C(=O)N(Cc3ccco3)C1=C[C@H](C1CCCC1)O[C@@H]2C,-8.7
COC(=O)[C@]12C[C@H](CC(=O)N3CCOCC3)C(=O)N(CCc3ccc(OC)c(OC)c3)C1=C[C@H](C(C)C)O[C@@H]2C1CC1,-2.5
c1ccc(-c2ccc(C3=Nn4c(nnc4-c4ccccc4)SC3)cc2)cc1,10.5
O=C(CCl)NC1CCCCN(Cc2cccc(C(F)(F)F)c2)C1=O (stereo unspecified),-5.0
CCOC(=O)c1csc(NC(=O)C2CCCN(S(=O)(=O)c3cc(OC)ccc3OC)C2)n1 (stereo unspecified),-3.0
C=CCn1c(SCC(=O)Nc2ccccc2OCC)nnc1-c1ccc(C(C)(C)C)cc1,18.5
CN(CCCOC(=O)CC1C=CCC1)C1CN(Cc2cn(Cc3ccccc3Cl)nn2)S(=O)(=O)C1 (stereo unspecified),14.4
C=CCOC(=O)N[C@H](c1ccccc1)[C@H](C)/C=C/CC(=O)OC,0.5
CCCN1CCS(=O)(=O)N(Cc2cn(CC(=O)OCC)nn2)C(C(=O)OC)C1 (stereo unspecified),5.1
CC[C@@H](CCC(=O)N(c1ccccc1)c1ccccc1)C1CC1,8.4
O=C(C1CCCN1S(=O)(=O)c1ccccc1)N1CCc2ccccc2C1 (stereo unspecified),-2.2
CCn1c(SCC(C)=O)nc2sc3c(c2c1=O)CCCC3,19.5
C[C@@H]1CCN(C2CC2)S(=O)(=O)c2ccc(N3CCC[C@H]3CO)cc2O1,-5.1
COC(=O)[C@]12C[C@H](CC(=O)NCc3cccs3)C(=O)N(Cc3ccc(Cl)cc3Cl)C1=C[C@H](C(C)(C)C)O[C@@H]2C,26.0
CCCC[C@H](C(=O)N(CC)c1ccccc1)[C@@H](O)c1ccc2ccccc2c1,6.2
O=C(Nc1c(-c2ccc(C(F)(F)F)cc2)nc2ncccn12)C1CC1,-60.2
CCOC(=O)[C@]12CCCC=C1N(Cc1ccc(OC)cc1)C(=O)[C@@H]2CC(=O)NCc1ccc(OC)c(OC)c1,-0.5
CCCCOCCCNC(=O)C[C@H]1C[C@@]2(C(=O)OC)C(=C[C@H](C(C)(C)C)O[C@@H]2C)N(Cc2cccc3ccccc23)C1=O,34.6*
COc1ccc(CSc2nnc(SCc3ccccc3)s2)cc1,10.6
C=CCN1C(=O)[C@@H](CC(=O)NCc2cccs2)[C@]2(C(=O)OC)CCCCC=C12,2.2
COC(=O)C1CN(Cc2ccccc2)CCS(=O)(=O)N1Cc1ccccc1F (stereo unspecified),-5.4
CCCCCN1CCCCC(NC(=O)CSc2ccccc2)C1=O (stereo unspecified),-5.2
CC(C)CCP(=O)(O)O,6.3
# The listing continues.
SMILES,CCHFV vOTU inh
COc1cccc(C=NNC(=O)CSc2nc3ccccc3[nH]2)c1O,19.3
CC(C)N1Cc2nnn(Cc3ccccc3)c2-c2ccccc2S1(=O)=O,8.4
Cc1cccc(NC(=O)[C@@H]2CC(=O)O[C@@H]2c2ccccc2)c1C,-2.8
COc1ccc(-c2nnc(SCC(=O)NN=C(C)c3cccc4ccccc34)n2-c2ccccc2)cc1,8.1
COc1cc2c(cc1NC(=O)CSc1nnc(-c3cccc(Cl)c3)n1-c1ccccc1)oc1ccccc12,-1.4
C=CCn1c(COc2ccc(C)cc2)nnc1SCC(=O)c1ccc(-c2ccccc2)cc1,29.8*
CC(=O)OCCCN1CCC2(CCCCC2)C1=O,-1.2
O=C(NCCc1ccccc1)OCc1cn(Cc2cccc(F)c2F)nn1,-2.0
CC1CCN(C2=NC(=O)N(c3ccc(Br)cc3)C(=O)C2)CC1,-3.9
O=C(OC12CCCN(C1)/C(=C/c1ccc(Cl)cc1)C2)c1ccco1 (stereo unspecified),1.9
O=C(Cn1nnc(-c2ccccc2F)n1)Nc1ccc(Cl)c(Cl)c1,3.6
CCCCCCCCN1C(=O)[C@@H](CC(=O)NCCCCc2ccccc2)C[C@@]2(C(=O)OC)C1=C[C@H](COCc1ccccc1)O[C@@H]2C,23.0
Cc1ccc(-n2c(SCC(=O)Nc3ccccc3-c3ccccc3)nnc2-c2cccnc2)cc1,20.9
O=C(NCCc1cccc(F)c1)c1cc2ccccn2n1,-0.3
COc1ccc(C(=O)N(C)[C@H]2C[C@H]3c4[nH]c5cccc(-c6ccccc6)c5c4CCN3C[C@H]2[C@H](C)O)cc1,3.6
Cn1cccc1C=NNC(=O)c1cc(-c2ccc(Cl)cc2)n[nH]1,13.3
CC(C)N1CCCCC(NC(=O)c2cccc(C(F)(F)F)c2)C1=O (stereo unspecified),7.7
C=CC[C@]1(O)C(=O)N(c2ccccc2)c2ccccc21,3.7
C=CCC12C=C(OC)C(=O)C(C1=O)C(c1ccc(OC)cc1)C2C (stereo unspecified),1.3
CC(=O)c1cc(-c2ccc(Cl)c(Cl)c2)c(=O)n2c1CCC2,0.3
C=CCN1C(=O)[C@@H](CC(=O)N2CCN(C(=O)C3CC3)CC2)[C@]2(C(=O)OC)CCCCC=C12,-2.3
O=C(CCl)Nc1ccc(C(=O)NCC2COc3ccccc3O2)cc1 (stereo unspecified),1.7
C=CCN(C(=O)[C@@H](C1CC1)[C@@H](O)c1ccc(Cl)cc1)c1ccccc1,7.7
COC(=O)[C@]12C[C@H](CC(=O)NCC34CC5CC(CC(C5)C3)C4)C(=O)N(CCC3=CCCCC3)C1=C[C@H](C1CCCC1)O[C@@H]2C,0.3
CC(C)(C)c1ccc(-c2nnc3n2N=C(c2ccc(-c4ccccc4)cc2)CS3)cc1,13.4
# Remaining list, next part
SMILES,CCHFV vOTU inh
O=C(NC1CCCCN(Cc2cccc(Cl)c2)C1=O)c1ccc(F)cc1 (stereo unspecified),-1.4
O=C(CCc1ccccc1-c1ccccc1CCNC(=O)c1c(F)cccc1F)NCc1ccccc1,17.6
CC(c1ccc(NC(=O)OC(C)(C)C)cc1)c1cn(C)c2ccccc12 (stereo unspecified),6.5
O=C(CC1C=CCC1)OCCN1CCN(C2CN(Cc3cn(Cc4ccccc4Cl)nn3)S(=O)(=O)C2)CC1 (stereo unspecified),7.9
Nn1c(SCC(=O)Nc2ccc(S(=O)(=O)Nc3nccs3)cc2)nnc1-c1ccco1,-1.0
O=S1(=O)c2ccc(Br)cc2OC[C@@H](Cc2ccccc2)N1Cc1cn(Cc2ccc(C(F)(F)F)cc2)nn1,7.2
COC(=O)C1CN(Cc2cn(CCOC(C)=O)nn2)CCS(=O)(=O)N1Cc1ccc(C)cc1 (stereo unspecified),-1.3
CCOc1ccc(-n2c(SCC(=O)Nc3ccc4c(c3)OCCO4)nnc2-c2ccncc2)cc1,-0.6
COc1ccc(-c2cc(C(=O)NN=Cc3ccccc3[N+](=O)[O-])[nH]n2)cc1,14.1
COCCCN1C(=O)[C@H](CC(=O)NCCC(C)C)[C@]2(C(=O)OC)CCCCC=C12,-2.5
CCCC[C@H]1C2CC(OC(=O)Nc3ccc(F)cc3)C(C2)[C@H]2CCCCN21 (stereo partly specified),-3.0
COc1ccc(CCn2cnc3nc4ccc(Cl)cc4cc3c2=O)cc1OC,1.4
CCCC(=O)N1CCC[C@]2(CC[C@H](CCC(C)=O)O2)C1,-12.3
O=C(CSc1nc2ccccc2[nH]1)NN=Cc1ccccc1C(=O)O,0.9
O=C(NC(CCC(O)CO)P(=O)(Oc1ccccc1)Oc1ccccc1)OCc1ccccc1 (stereo unspecified),-5.0
CC(=O)N1CCCN(C(=O)C2CCN(c3ncnc4c3sc3cccc(F)c34)CC2)CC1,-3.2
COC(=O)C[C@@H]1CC[C@@H]2[C@@H](COc3ccc(NC(=O)Nc4ccc(F)cc4)cc3C(=O)N2C)O1,-6.6
COc1ccc(Cn2c(NC(=O)c3ccccc3)nc(Cc3ccccc3)c2-c2ccccc2)c(OC)c1,1.0
CCN(C(=O)[C@@H](C)[C@@H](O)c1ccc(Cl)cc1)c1ccccc1,15.1
COc1ccc(CN(CC#Cc2ccccc2)Cc2ccccc2)c(OC)c1,4.6
O=C(OC12CCCN(C1)/C(=C/c1cccc(Cl)c1)C2)c1cccc(F)c1 (stereo unspecified),10.4
COC(=O)C1CN(Cc2cn(Cc3ccc(Cl)cc3)nn2)CCS(=O)(=O)N1Cc1ccc(OC)cc1 (stereo unspecified),8.4
CC(C)N(Cc1cn(Cc2ccccc2)nn1)S(=O)(=O)c1ccccc1Br,2.8
COC(=O)[C@H](CC(C)C)N(Cc1cn(Cc2ccc(C)cc2)nn1)S(=O)(=O)c1ccc(F)cc1Br,3.4
NC(=NCc1ccccc1)NC(=O)OCc1ccccc1,3.3

# Among those listed so far, these have a CF3 group.
SMILES,CCHFV vOTU inh
O=C(CCl)NC1CCCCN(Cc2cccc(C(F)(F)F)c2)C1=O (stereo unspecified),-5.0
O=C(Nc1c(-c2ccc(C(F)(F)F)cc2)nc2ncccn12)C1CC1,-60.2
CC(C)N1CCCCC(NC(=O)c2cccc(C(F)(F)F)c2)C1=O (stereo unspecified),7.7
O=S1(=O)c2ccc(Br)cc2OC[C@@H](Cc2ccccc2)N1Cc1cn(Cc2ccc(C(F)(F)F)cc2)nn1,7.2

# More results:
SMILES,CCHFV vOTU inh
COC(=O)[C@]12C[C@H](CC(=O)N3CCSCC3)C(=O)N(Cc3ccccc3)C1=C[C@H](COCc1ccccc1)O[C@@H]2C,-5.6
O=C(NCc1ccccc1)OCCCN1C(=O)CCC12CCCCC2,-7.4
O=C(Nc1ccc2c(c1)Cc1ccccc1-2)NC1CCCCN(Cc2cccc(Cl)c2)C1=O (stereo unspecified),5.7
CC(COc1ccc(C#N)cc1F)CN1CCC(C(O)(c2ccccc2)c2ccccc2)CC1 (stereo unspecified),-0.7
COC(=O)[C@H]1C[C@@]2(C)c3ccccc3N(S(=O)(=O)c3ccccc3)[C@H]2N1,1.8
CCC(C)CNC(=O)CSc1nnc(-c2cccnc2)n1C1CCCCC1 (stereo unspecified),-4.2
Cc1cccc(Cn2cc(CN3CC(N(C)CCOC(=O)c4cc(C)cc(C)c4)CS3(=O)=O)nn2)c1 (stereo unspecified),2.0
COC(=O)C[C@@H]1CC[C@@H]2[C@@H](COc3ccc(NC(C)=O)cc3C(=O)N2C)O1,-3.6
C=CCn1c(Cc2cccs2)nnc1SCC(=O)Nc1ccc(OCc2ccccc2)cc1,11.8

# An excerpt; the hit share may differ from the screen's.
